# PGK inhibitor – inhibitors of T. brucei phosphoglycerate kinase; PGK/GAPDH coupled, Kinase-Glo luminescence, 60 min; Potency, µM (highest dose often 57.5 µM), for inactives: at the top dose activity change, negative = inhibition, hits mostly inhibitors; actives 0.043% (n = 380,000); note: potency is the fitted concentration of half-maximal effect; % is set by controls: 0 for no effect and ±100 for the full control effect; nearly all actives have a fitted effect of over 60% in size
#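 Recombinant glycosomal PGK reaction used 1,3-bisphosphoglycerate generated in-well by GAPDH (100nM final) in 100mM TEA pH 7.6, 5mM MgCl2, 0.01% Tween-20. After 60 minutes at room temperature, ATP was read by Kinase-Glo Plus luminescence end-point.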
# Pin1 inh – human Pin1 inhibition | Pin1 FP peptide displacement, HiFluor488, 10 min | Q13526 | Potency, µM (series often up to 115 µM), for inactives: at the highest dose activity, negative = inhibition, hits mostly inhibitors | actives 0.009% (n = 390,000); active = well fitted inhibition curve with a large enough effect in the polarisation, with a control signal flat, not every such curve was filed as active; inconclusive = small, poorly fitted or top-dose-only effect, or effect the other way, or a change in a side signal; inactive = no such curve, though single readings can be large or run the other way; the % refers to the polarisation; note: potency is the fitted concentration of half-maximal effect; % is set by controls: 0 for no effect and ±100 for the full control effect
# Target sequence (Q13526 whole entry, looked up): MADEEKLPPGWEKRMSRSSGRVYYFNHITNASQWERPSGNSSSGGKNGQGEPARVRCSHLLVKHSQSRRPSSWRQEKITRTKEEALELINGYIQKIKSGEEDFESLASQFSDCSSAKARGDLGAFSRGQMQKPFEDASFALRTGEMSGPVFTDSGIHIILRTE
# GLS inhibitor – glutaminase GLS (human) inhibition; GLS enzymatic activity, qHTS titration; Potency, µM (series often up to 45.5 µM), without a hit: top-dose activity change, negative = inhibition, most hits filed as inhibitors; actives 0.21% (n = 410,000); AID 624170; note: potency is the fitted concentration of half-maximal effect; % is set by controls: 0 for no effect and ±100 for the full control effect
#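 Two-point fluorescence kinetic (t0, 30 min RT) for hKGA; glutamate detected via glutamate oxidase–HRP–Amplex Red. Substrate: 1 mM L-glutamine solution; buffer 45 mM KH2PO4, pH 8.2.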
# rTrxR1 inhibitor – rat TrxR1 inhibition. O89049. recombinant rTrxR1, NADPH fluorescence consumption, selenite substrate. Potency, µM (series often up to 114 µM), for the others: at the highest dose activity change, negative = inhibition, hits mostly inhibitors. actives 1% (n = 390,000). AID 588453; note: potency is the fitted concentration of half-maximal effect; % is set by controls: 0 for no effect and ±100 for the full control effect; nearly all actives have a fitted effect of over 65% in size
#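 Rat TrxR1 (90 nM in the dispensed reagent) was pre-reduced with 400 uM NADPH for 5 min at room temperature, then incubated with compound for 15 min. After 400 uM selenite was added, NADPH fluorescence (Ex 340/Em 450 nm) was followed for 8 min.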
# TrxR1 substrate – rat thioredoxin reductase 1 substrate activity; purified TrxR1 substrate turnover, NADPH consumption readout; O89049; actives 0.01% (n = 390,000); Potency, µM (top dose mostly 114 µM), inactives show top-dose activity change, negative = substrate turnover; note: potency is the fitted concentration of half-maximal effect; % is set by controls: 0 for no effect and ±100 for the full control effect; nearly all actives have a fitted effect of over 50% in size
#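 Rat TrxR1, dispensed at 90 nM, was prereduced with 400 uM NADPH (final) for 5 min at ~22 deg C, then incubated with compound 15 min before 400 uM selenite. A first-read NADPH fluorescence drop versus no-compound background flagged substrates.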
# PI4K2A inh – PI4K2A (human) kinase inhibition; activity change, negative = inhibition, % at 76.9 µM; Q9BTU6; actives 0.13% (n = 420,000); purified PI4K2A, ADP-Glo luminescence, 1 h; active compounds read low; in the data active = activity change below about -50%; inconclusive = mostly about -30% to -49%;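 note: -100% = wells without enzyme as full effect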
#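 PI4K2A activity was measured by ADP-Glo luminescence: enzyme (4 ug/mL stock) and phosphatidylinositol (1.2 mM stock) in Tris pH 7.5/MgCl2/EGTA/Triton X-100 buffer were reacted with ATP (300 microM stock) for one hour at ambient temperature.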
# USP1-UAF1 inh – inhibitors of human USP1/UAF1 deubiquitinase. recombinant USP1/UAF1, Ub-Rhodamine cleavage fluorescence. actives 0.23% (n = 390,000). O94782. AID 743255. Potency, µM (highest dose often 57.1 µM), without a hit: at the top dose activity change, negative = inhibition, actives largely listed as inhibitors; note: potency is the fitted concentration of half-maximal effect; % is set by controls: 0 for no effect and ±100 for the full control effect; nearly all actives have a fitted effect of over 60% in size; inactives centre near -12
# Target sequence (O94782 whole entry, looked up): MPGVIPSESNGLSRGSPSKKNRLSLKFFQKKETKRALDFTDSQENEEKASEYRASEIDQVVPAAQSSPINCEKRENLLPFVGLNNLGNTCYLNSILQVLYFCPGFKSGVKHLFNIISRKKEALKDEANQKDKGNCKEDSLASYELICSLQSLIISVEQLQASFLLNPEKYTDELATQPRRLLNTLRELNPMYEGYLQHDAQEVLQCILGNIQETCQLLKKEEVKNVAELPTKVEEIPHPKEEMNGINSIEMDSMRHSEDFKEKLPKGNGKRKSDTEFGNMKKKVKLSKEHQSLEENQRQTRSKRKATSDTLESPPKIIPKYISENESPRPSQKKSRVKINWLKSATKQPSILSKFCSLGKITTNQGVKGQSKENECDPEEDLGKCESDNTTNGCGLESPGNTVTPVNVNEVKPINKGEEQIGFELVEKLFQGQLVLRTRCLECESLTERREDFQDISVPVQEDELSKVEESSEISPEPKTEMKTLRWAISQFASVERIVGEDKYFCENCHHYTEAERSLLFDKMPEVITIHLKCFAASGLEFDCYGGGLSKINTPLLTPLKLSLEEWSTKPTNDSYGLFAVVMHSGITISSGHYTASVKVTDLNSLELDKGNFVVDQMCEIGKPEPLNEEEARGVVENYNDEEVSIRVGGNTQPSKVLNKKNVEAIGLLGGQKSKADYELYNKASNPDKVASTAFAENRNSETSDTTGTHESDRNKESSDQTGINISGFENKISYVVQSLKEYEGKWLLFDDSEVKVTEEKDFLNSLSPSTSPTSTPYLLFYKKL
#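 High-throughput fluorogenic screen: 1nM USP1/UAF1 complex, Ub-Rho substrate 150nM final, 50mM HEPES pH 7.8 with 0.5mM EDTA, 0.1 mg/ml BSA, 1mM TCEP and 0.01% Tween-20.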
# HP1b binding inh – blocks HP1-beta chromodomain binding to methylated histone tails; P83916; AlphaScreen HP1-beta / biotin-H3K9me3 peptide binding; Potency, µM (doses to about 114 µM), without a hit: top-dose activity change, negative = inhibition, usual class: inhibitors; actives 0.56% (n = 390,000); AID 540317; note: potency is the fitted concentration of half-maximal effect; nearly all actives have a fitted effect of over 70% in size; inactives centre near 23
#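 HP1-beta protein (50 nM final) preincubated 30 min at room temperature with biotinylated H3(1-18)K9me3 peptide (50 nM) in PBS pH 7.4, 0.01% Tween-20, then compound added for 30 min. AlphaScreen streptavidin donor/nickel chelate acceptor beads (10 ug/mL final), 30 min dark, luminescence read.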
# IDH1 R132H inh – human IDH1 R132H inhibition; O75874; IDH1-R132H enzyme, NADPH consumption, diaphorase/resazurin fluorescence; Potency, µM (top dose mostly 76.6 µM), for inactives: at the top dose activity change, negative = inhibition, usual class: inhibitors; actives 0.093% (n = 390,000); AID 602179; note: potency is the fitted concentration of half-maximal effect; % is set by controls: 0 for no effect and ±100 for the full control effect; nearly all actives have a fitted effect of over 65% in size
#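 IDH1-R132H (0.5 ug/mL) preincubated 30 min with compound, then NADPH (0.016 mM) and alpha-KG (2 mM) added; 80 min at RT, pH 7.5. Remaining NADPH coupled via diaphorase/resazurin to fluorescence (540/590 nm); concentration-response curves normalized to no-enzyme control.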
# Starred values were filed as active, the others as inactive; i = inactive; ? = inconclusive; / = not tested or not shown; & = joins results of further samples; [ ] = dose if it differs, or a comment. Unless noted, calls come from the whole dose curve; as a rule, active = well fitted curve in the direction sought with a large enough effect; inconclusive = small, poorly fitted or top-dose-only effect, or another doubt; inactive = no such curve, though single readings can be large; an effect the other way counts as inactive or inconclusive. These rows are one share of the data, so the mix of outcomes need not match the whole.
SMILES,PGK inhibitor,Pin1 inh,GLS inhibitor,rTrxR1 inhibitor,TrxR1 substrate,PI4K2A inh,USP1-UAF1 inh,HP1b binding inh,IDH1 R132H inh
CC(C)(C)[C@]1(O)C[C@@H]2OC(=O)C[C@@]23C(=O)O[C@@H]2OC(=O)[C@@H](O)C213 (stereo partly drawn),1%,1%,2%,9%,2%,-4,-17%,22%,1%
COc1ccc(O)c(CN2CCCC(C(=O)c3ccccc3SC)C2)c1 (stereo not drawn),i,-5%,?,7%[57.1 µM],-7%,8,-4%,?,-4%
CC[C@H]1CN(C)C[C@@]2(C(=O)OC)Cc3c([nH]c4ccccc34)C(=O)C[C@@H]12,13%,3%,0%,-19%,4%,-1,-15%,27%,-10%
Cc1ccccc1-n1c(C)nc2ccccc2c1=O,-1%,0%,3%,-7%[57.1 µM],-4%[57.1 µM],8,-21%,-16%,-9%
Cc1ccc(N2C(=O)NC(=O)C(CCc3ccncc3)(Cc3cccc(Cl)c3Cl)C2=O)cc1 (stereo not drawn),2%,0%,3%,2%,-7%,-2,-17%,19%,2%
COc1ccccc1N1CCN(Cc2ccc(Cl)cc2Cl)CC1,0%,-4%,61%[activator],14%,-2%,-1,-3%,?,2%
CCn1cc(C(=O)N[C@@H](C)C(=O)OC)c(=O)c2cc3c(cc21)OCO3,-1%,2%,-14%,17%,7%,5,-13%,48%[activator],0%
Cc1cc(-c2ccc(C)c(S(=O)(=O)N3CCOc4ccc(Cl)cc43)c2)on1,-1%,?,0%,32%[57.1 µM],6%[57.1 µM],3,-26%,64%[activator],3%
CN(c1ccccc1N(C)S(=O)(=O)c1ccccc1)S(=O)(=O)c1ccccc1,-9%,-18%,1%,27%,9%,3,-21%,57%[activator],10%
COc1ccc(-c2cc(C(F)(F)F)n3nc(C(=O)N4CCC5(CC4)OCCO5)cc3n2)cc1OC,-3%,0%,18%,-13%,-12%,4,-6%,53%[activator],2%
C=CCN1C(=O)NC(=O)/C(=C/c2c(CCN(C)C(=O)c3ccccc3)cc3c(c2OC)OCO3)C1=O,1%,-25%,-2%,?,8%[57.1 µM],?,-12%,41%[activator],4%
CC1(C)CC(=O)C=C(NCCN2CCN(C(=O)Cc3ccc(Cl)cc3)CC2)C1,0%,1%,1%,6%[57.1 µM],7%[57.1 µM],4,-11%,20%,5%
CN(C)CC1CCCCC1=O (stereo not drawn),i,-3%,-1%,-44%,15%,0,-16%,11%,0%
CCCC(=O)NC(Oc1ccc(C(C)=O)cc1)C(Cl)(Cl)Cl (stereo not drawn),0%,-3%,5%,25µM*,2%,-7,-19%,62%[activator],-1%
CCC(=Nc1cccc(C(F)(F)F)c1)c1c(O)n(C)c(=O)n(C)c1=O,5%,4%,-7%,12%[57.1 µM],5%[57.1 µM],-2,?,35%[activator],2%
O=C(Cc1ccccc1[N+](=O)[O-])N1CCN(Cc2ccc3c(c2)OCO3)CC1,15%,-1%,-8%,1%[57.1 µM],-3%[57.1 µM],0,-26%,23%,-3%
CCC(COC(=O)NC)NC(=O)Oc1cccc(C)c1 (stereo not drawn),-7%,0%,-2%,-8%,-4%,-1,-20%,25%,1%
CC(N)C(=O)NC1C2C(=C(O)CC(O)C2O)C(=O)OC1(C)C(Cl)Cl (stereo not drawn),-12%,-1%,15%,10%[11.4 µM],19%[57.1 µM],2,1%,-10%,-1%
Cc1cccn2c(=O)c3cc(C(=O)N4CCC5(CC4)OCCO5)n(C)c3nc12,i,-2%,-6%,20%[57.1 µM],25%[57.1 µM],0,-6%,52%[activator],1%
Cn1cccc1CNCCc1ccccc1F,-25%,4%,-1%,24%,20%,-12,-19%,-11%,10%
COC(=O)C1=C(c2ccc(OC(F)(F)F)cc2)C[C@@H]2CC[C@H]1N2C(=O)NC1CCCCC1,5%,?,5%,-2%,-12%,-3,-15%,30%,6%
CSc1ccccc1NP1(=O)OCC(C)([N+](=O)[O-])CO1 (stereo not drawn),3%,-18%,-7%,13%[11.4 µM],8%[57.1 µM],2,-2%,18%,4%
CCOc1ccc(C(=O)OC2CC3CCC(C2)N3C)cc1 (stereo not drawn),/,2%,-9%,18%,-3%,0,-19%,29%,9%
FC(F)(F)c1ccc2c(c1)N(CCCN1CCN(CCCl)CC1)c1ccccc1S2,3%,6%,-7%,-15%,2%,-8,-15%,-16%,37µM*
COc1ccc(C(O)C(C)NC(C)C(O)c2ccc(OC)cc2)cc1 (stereo not drawn),-7%,-4%,-8%,26%,10%,10,-21%,51%[activator],17%

# The list goes on:
SMILES,PGK inhibitor,Pin1 inh,GLS inhibitor,rTrxR1 inhibitor,TrxR1 substrate,PI4K2A inh,USP1-UAF1 inh,HP1b binding inh,IDH1 R132H inh
OC(CNCCc1c[nH]c2ccccc12)C(F)(F)F (stereo not drawn),3%,1%,1%,10%,5%,-2,-1%,6%,0%
CN1Cc2cnnn2-c2ccccc2C1C#N (stereo not drawn),5%,-2%,-2%,12%,0%,-3,-7%,37%,4%[38.3 µM]
C=C(C)[C@@]12OC3(c4ccccc4)O[C@@H]1C1[C@@H]4O[C@]4(CO)[C@@H](O)[C@]4(O)C(=O)C(C)=C[C@H]4[C@@]1(O3)[C@H](C)[C@H]2OC(=O)/C=C/C=C/c1ccccc1 (stereo partly drawn),i,6%,-2%,30%,6%[57.1 µM],-4,-15%,7%,18%
CSc1ncc(/C=C2/C(=O)NC(=O)N(c3ccc(Cl)cc3)C2=O)cn1,-11%,16%,1%,6.3µM*,0%[57.1 µM],-3,-15%,-13%,0%
CN1CCC(c2c[nH]c3ccc(O)cc23)CC1,-9%,-8%,84%[activator],3%,-1%,0&0,-26%,38%,-4%
COC(=O)C1=C(c2cc3ccccc3s2)C[C@@H]2CC[C@H]1N2C,-8%,-5%,2%,11%[57.1 µM],7%[57.1 µM],-3,-28%,20%,4%
Cc1ccc(OCC(=O)NCCN2CCN(C(=O)COc3ccc(C)cc3)CC2)cc1,i,-9%,-1%,18%[11.4 µM],-12%[11.4 µM],4,-19%,21%,4%
CC(=O)Nc1ccccc1C(=O)OCC(=O)c1ccc2c(c1)OCCO2,-11%,2%,4%,16%[57.1 µM],6%[57.1 µM],3,-1%,6%,5%
COC(=O)C1=C(c2ccccc2)C[C@@H]2CC[C@H]1N2C(=O)NCC1CC1,-2%,-2%,12%,4%,-7%,0,22%,33%,-6%
Cc1nc2ccccc2c(=O)n1-c1ccc(C(=O)O)cc1,1%,-6%,1%,10%,1%,-6,-4%,68%[activator],19%
CCOC(=O)C1=C(C)OC(N)=C(C#N)C12C(=O)N(C)c1ccccc12 (stereo not drawn),-2%,?,1%,15%,3%,2,-21%,21%,8%
Nc1nc2c(s1)CCCCCCCCCC2,-6%,2%,-2%,17%,2%,2,-26%,?,12%
CC1=NN(c2ccccc2)C(=O)C1/C=C1\C(=O)NC(=O)N(c2cc(C)cc(C)c2)C1=O (stereo not drawn),1%,21%,51%[activator],?,-20%,-27,-2%,-21%,8%
NC1=NC(c2cccnc2)n2c(nc3ccccc32)N1 (stereo not drawn),-4%,-1%,-4%,-7%[57.1 µM],-8%[57.1 µM],1,-12%,50%[activator],6%
CCCCc1cc(=O)oc2cc(OCC(=O)N3C[C@H]4C[C@@H](C3)c3cccc(=O)n3C4)c(Cl)cc12,2%,1%,-2%,-16%,-7%,2,13%,30%,-13%
Cc1ccc(-c2nnc(C)c(N3CCCC3)n2)cc1,i,-2%,0%,5%[57.1 µM],7%[57.1 µM],-1,-12%,51%[activator],9%
c1ccc(CCNCc2cccs2)cc1,0%,-1%,-10%,17%,0%,4,-17%,20%,-2%
CCN(CC)c1ccc(/C=C2/C(=O)NC(=O)N(CC3CCCO3)C2=O)cc1 (stereo not drawn),5%,?,16%,?,-8%,?,-12%,0%,-6%
CC(=O)O[C@]1(c2ccccc2)CCN(C)[C@H]2CCCC[C@@H]21,8%,7%,1%,20%,2%,6,-14%,34%,3%
CN1CCc2cccc(Cl)c2CC1,i,3%,-2%,17%[57.1 µM],10%[57.1 µM],3&-2,-29%,75%[activator],11%
Cc1sc2nc(COC(=O)Cc3ccccc3)[nH]c(=O)c2c1C,-6%,17%,-3%,-5%,-2%,2,-22%,11%,4%
C[C@]12CC[C@@H]3c4ccc(O)c(O)c4CC[C@H]3[C@@H]1CC[C@@H]2O,-9%,-8%,?,?,1%,-2,?,16µM*,11%

# Sorted by length of the SMILES (lowest first): three of the compounds above
SMILES,PGK inhibitor,Pin1 inh,GLS inhibitor,rTrxR1 inhibitor,TrxR1 substrate,PI4K2A inh,USP1-UAF1 inh,HP1b binding inh,IDH1 R132H inh
Nc1nc2c(s1)CCCCCCCCCC2,-6%,2%,-2%,17%,2%,2,-26%,?,12%
CN1Cc2cnnn2-c2ccccc2C1C#N (stereo not drawn),5%,-2%,-2%,12%,0%,-3,-7%,37%,4%[38.3 µM]
CC(=O)Nc1ccccc1C(=O)OCC(=O)c1ccc2c(c1)OCCO2,-11%,2%,4%,16%[57.1 µM],6%[57.1 µM],3,-1%,6%,5%

# High-throughput results from PubChem.
